NOD2-RIPK2 inh: inhibitors of human NOD2-RIPK2 interaction; O43353; CHO BLA complementation NOD2-RIPK2, CCF4 ratio; inhibition, % at 4.98 µM; hit rate 0.38% among 360,000; in the data active = inhibition above about 21%;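 also: 0% = vehicle only and 100% = reference blocker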
Target sequence (O43353 whole entry, looked up): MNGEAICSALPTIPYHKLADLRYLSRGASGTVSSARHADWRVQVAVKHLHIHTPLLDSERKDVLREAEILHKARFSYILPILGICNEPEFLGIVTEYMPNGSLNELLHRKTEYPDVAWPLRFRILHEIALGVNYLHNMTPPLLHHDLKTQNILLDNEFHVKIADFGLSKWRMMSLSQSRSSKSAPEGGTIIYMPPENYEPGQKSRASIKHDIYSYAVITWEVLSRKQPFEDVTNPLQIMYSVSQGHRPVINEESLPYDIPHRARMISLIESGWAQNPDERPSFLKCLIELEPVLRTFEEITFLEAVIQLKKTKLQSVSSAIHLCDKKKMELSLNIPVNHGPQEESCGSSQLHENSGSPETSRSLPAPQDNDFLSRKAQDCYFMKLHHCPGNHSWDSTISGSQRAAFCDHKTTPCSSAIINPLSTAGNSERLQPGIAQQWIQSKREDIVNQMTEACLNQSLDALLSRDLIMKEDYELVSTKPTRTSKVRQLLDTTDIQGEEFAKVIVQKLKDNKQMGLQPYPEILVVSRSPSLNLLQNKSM
SRC2 inh: inhibits human steroid receptor coactivator 2; HEK293 GAL4-SRC2 luciferase reporter, luminescence; AID 651957; inhibition, % at 9 µM; hit rate 0.17% among 370,000;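 active = inhibition above the mean inhibition of all tested compounds plus 3 SD, set per campaign, cut at about 52% in these data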;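 also: 0% = DMSO treated cells and 100% = cells given Gossypol at 36 µM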
m5-HT2A agonist: agonists of mouse serotonin 5-HT2A receptor (HTR2A) | P35363 | CHO-K1 mHTR2A beta-arrestin complementation, luminescence; percent of 30 µM serotonin response | activation, % at 7.6 µM | hit rate 0.66% among 360,000 | AID 624169;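 active = activation above a run cutoff, the mean activation of all tested compounds plus 3 SD, cut at about 14% in these data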;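 also: 0% = plate median of compound wells and 100% = 30 µM serotonin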
Target sequence (P35363 whole entry, looked up): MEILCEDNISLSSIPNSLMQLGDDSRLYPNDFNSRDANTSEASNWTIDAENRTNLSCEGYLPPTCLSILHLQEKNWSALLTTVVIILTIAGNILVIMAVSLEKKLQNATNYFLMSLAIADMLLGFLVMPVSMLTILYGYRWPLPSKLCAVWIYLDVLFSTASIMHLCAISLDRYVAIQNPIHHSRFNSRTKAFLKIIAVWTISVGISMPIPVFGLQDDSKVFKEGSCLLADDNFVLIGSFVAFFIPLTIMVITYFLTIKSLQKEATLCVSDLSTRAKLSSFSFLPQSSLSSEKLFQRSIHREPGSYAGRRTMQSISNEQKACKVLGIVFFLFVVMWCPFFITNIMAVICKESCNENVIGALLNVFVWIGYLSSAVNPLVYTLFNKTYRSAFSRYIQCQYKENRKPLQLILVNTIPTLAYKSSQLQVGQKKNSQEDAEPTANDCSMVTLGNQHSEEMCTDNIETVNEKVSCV
TLR9-MyD88 block: blocks human TLR9 binding to MyD88 | Q9NR96+Q99836 | CHO BLA complementation TLR9-MyD88, CCF4 FRET ratio | inhibition, % at 4.98 µM | hit rate 0.21% among 340,000 | AID 504734;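 active = inhibition above the mean over all tested compounds plus 3 SD, cut at about 21% in these data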;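 also: 0% = DMSO only wells and 100% = clavulanate BLA inhibitor control wells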
Glyco luc inh: N-linked glycosylation inhibition; D54 ERlucT glycosylation luciferase reporter, 24 h; percent of 100 nM tunicamycin response; reporter increase, % at 12.5 µM; hit rate 0.23% among 360,000; AID 588692;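 active = mean luciferase reporter signal, scaled so untreated is 0 and the glycosylation-blocking control 100, at or above a set limit in every replicate; inconclusive = mean reaches the limit but not every replicate does; inactive = mean below the limit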;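 also: luciferase carries N-glycosylation sites so blocking glycosylation raises the light; 0% = median of neutral control wells and 100% = median of 100 nM tunicamycin wells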
MC4R antag cAMP: blocks human MC4R cAMP signaling; hit rate 0.48% among 360,000; P32245; AID 540295; inhibition, % at 6.5 µM; MC4R-expressing cells, MTII-stimulated cAMP, LANCE TR-FRET;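 active = inhibition above its plate's cutoff, the mean of tested wells on that plate plus 3 SD, cut at about 29% in these data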;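 also: 0% = Melanotan II alone and 100% = Melanotan II plus saturating MCL0020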
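system = U2OS cells with stable human MC4R expression | also added = Melanotan II challenge after compound preincubation | dosing = one concentration, 6.5 µM nominal | incubation = compound 30 min, challenge 1 h, detection 1 h | measured by = TR-FRET with Eu-cAMP and labeled anti-cAMP, 671 nm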
H9c2 protect: protects H9c2 cardiomyocytes from peroxide injury | H2O2 injury protection, ATPLite, 2 h | protection from H2O2 cell death, % at 20 µM | hit rate 0.63% among 360,000 | AID 588492;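 active = compounds giving at least 50% protection of heart cells from peroxide-induced death in the single-dose screen, raw or plate-pattern-corrected value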;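 also: 0% = DMSO wells with peroxide and 100% = DMSO wells without peroxide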
ABCB6 inh 2: blocks the human ABCB6 transporter; Q9NP58; K562-ABCB6 porphyrin accumulation, flow cytometry, 1 h; stronger effect = lower value; fluorescence ratio to DMSO, % at 10 µM; hit rate 0.19% among 360,000; AID 602162;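 active = fluorescence ratio to DMSO below 75%, the collection mean minus 3 SD; inconclusive = too few cells collected in the well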;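 also: signal is porphyrin accumulated inside mitochondria; 100% equals median channel fluorescence of DMSO control wells; lower ratio means ABCB6 inhibition with less porphyrin fluorescence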
ABHD5-PLIN5 inh: blocks binding of human ABHD5 to perilipin-5; Split G. princeps luciferase complementation, luminescence, 4 h; hit rate 0.78% among 360,000; inhibition, % at 4 µM;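 active = inhibition above the mean inhibition across every tested compound plus 3 SD, cut at about 22% in these data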;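 also: 0% = DMSO only wells and the 100% control is not disclosed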
MC4R ag barr: human MC4R agonism via beta-arrestin | U2OS MC4R beta-arrestin complementation, luminescence; percent of melanotan II response, DMSO zero | activation, % at 8.9 µM | hit rate 0.98% among 360,000 | AID 540308;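 active = activation above a per-plate cutoff, the mean activation of sample wells on that plate plus 3 SD, cut at about 8% in these data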
* marks the source's active call; other numbers are inactive results; u = inconclusive; x = not tested or not shown.

SMILES | NOD2-RIPK2 inh | SRC2 inh | m5-HT2A agonist | TLR9-MyD88 block | Glyco luc inh | MC4R antag cAMP | H9c2 protect | ABCB6 inh 2 | ABHD5-PLIN5 inh | MC4R ag barr
CC1(C)C(c2cccs2)=NC(c2ccccc2)N1O (stereo not given) | -0.1 | -25.1 | -1.5 | 3.0 | -1.4 | -1.1 | 0.9 | 96.0 | -0.3 | -2.2
Oc1ccc(Cl)cc1C1=NCCNC(C(F)(F)C(F)F)=C1 | -1.2 | 33.3 | -1.7 | 12.3 | -3.8 | -4.9 | -1.0 | 102.0 | 11.8 | -2.0
CS(=O)(=O)c1ccc(Cl)c(NC(=O)CSc2nncn2-c2ccccc2)c1 | 1.1 | -9.2 | -7.9 | 3.9 | -0.1 | -1.1 | -0.8 | 99.0 | 5.1 | 0.2
O=C(Nc1ccccc1F)C1CCN(C(=O)NCc2ccccc2)CC1 | -10.7 | 1.5 | -8.0 | 0.2 | 0.6 | -4.2 | -1.4 | 99.0 | -6.4 | -2.6
CC(=O)N1C(C(=O)O)Cc2c([nH]c3ccccc23)C1C (stereo not given) | 1.3 | -2.1 | -6.1 | -1.7 | -0.6 | 0.6 | -0.3 | 102.0 | 4.1 | -0.9
CC(C)COC(=O)c1cc(-c2ccc(/C=N/n3cnnc3)o2)ccc1Cl | 1.1 | -5.8 | -3.2 | 2.2 | 0.0 | -1.0 | 17.7 | 104.0 | 6.4 | -0.7
Cc1ccc(N2CC(C(=O)N3CCC(C(=O)Nc4ccc(Br)cc4)CC3)CC2=O)cc1 (stereo not given) | 7.6 | 16.6 | -4.2 | 1.1 | -4.2 | -0.1 | -6.5 | 102.0 | -11.4 | 0.7
Nn1c(Nc2ccccc2)nc2sc3c(c2c1=O)CCCC3 | -10.0 | 3.3 | -4.3 | 3.5 | 2.2 | -2.9 | 10.4 | 97.0 | -7.4 | 1.1
CCN(CC)C(=O)C1=C(C)N(Cc2ccccc2)C(=O)C(CC(=O)NCc2ccco2)C1 (stereo not given) | 0.9 | -25.8 | -1.1 | 11.8 | 4.2 | 7.0 | -8.6 | 98.0 | -1.7 | 1.5
O=c1[nH]c(NC2CCCCC2)nnc1Cc1ccccc1 | -5.4 | 0.2 | 3.4 | 3.0 | 0.0 | 2.2 | 1.6 | 98.0 | -1.7 | 1.3
O=C(Cc1ccccc1)N1CCC(c2nc3ccccc3[nH]2)CC1 | -0.7 | -10.3 | 1.1 | 7.8 | -0.7 | -2.5 | 2.2 | 103.0 | -0.7 | -3.7
COc1ccc(CNC(=O)c2ccc3c(=O)n4c(nc3c2)CCCCC4)cc1OC | -9.9 | 23.3 | 8.6 | 0.5 | -0.6 | -0.3 | -9.2 | 98.0 | 4.2 | 1.1
C[C@H](CO)N1C[C@H](C)[C@H](CN(C)S(=O)(=O)c2cccc(F)c2)Oc2cc(Br)ccc2S1(=O)=O | -5.2 | -4.5 | -1.9 | 10.7 | -3.0 | 19.6 | 5.4 | 100.0 | -0.8 | 0.8
CN(C)S(=O)(=O)c1cccc(-c2nnc(SCc3ccc4c(c3)OCCO4)o2)c1 | -8.8 | 6.9 | -0.5 | -13.4 | 0.6 | -1.8 | -13.0 | 90.0 | -2.4 | -2.1
Cc1ccccc1-c1ccc2c(c1)O[C@@H](CN(C)C(=O)Nc1ccc(C(F)(F)F)cc1)[C@H](C)CN([C@@H](C)CO)S2(=O)=O | -2.0 | 4.1 | -4.0 | -1.9 | -4.3 | 3.5 | -1.0 | 98.0 | -0.9 | -1.3
COc1ccc(C2CN=NC23CCCc2ccccc2C3=O)cc1 (stereo not given) | 1.4 | -27.4 | -1.7 | 6.9 | 12.4 | -2.2 | -4.3 | 99.0 | -3.8 | -1.1
COc1ccc(NC(=O)CCCN2C(=O)C(c3ccccc3)Oc3cccnc32)c(OC)c1 (stereo not given) | 13.7 | -24.5 | -5.9 | -4.9 | -2.7 | -0.1 | -4.4 | 102.0 | -2.4 | -0.6
Cc1nn(-c2ccccc2)c2c1C(c1ccc(Cl)cc1)N(c1ccccc1)C(=O)N2 (stereo not given) | -4.9 | -5.3 | -0.6 | 0.7 | -2.4 | 4.5 | 1.6 | 122.0 | 2.6 | -1.0
COc1ccc(CN2C[C@]3(CO)O[C@@H](CO)C[C@@H]3S2(=O)=O)cc1 | -6.1 | 2.3 | -5.8 | -13.3 | 0.8 | 5.4 | 7.5 | 101.0 | 5.4 | 1.3
C[C@H](CO)N1C[C@H](C)[C@@H](CN(C)S(=O)(=O)c2cn(C)cn2)OCc2cn(nn2)CCCC1=O | -3.7 | 9.2 | 5.5 | -3.9 | 0.3 | 9.5 | 2.2 | 97.0 | -4.0 | -2.4
CCOC(=O)c1cnc2nc(Cc3ccccc3)[nH]n2c1=O | -1.2 | 1.1 | 3.6 | -6.5 | 0.8 | 6.7 | -3.2 | 193.0 | 2.8 | -0.3
COc1ccccc1C1SCCN1S(=O)(=O)c1cccc(C(F)(F)F)c1 (stereo not given) | -20.0 | -16.1 | -3.8 | -0.3 | -7.7 | 1.8 | -13.2 | 92.0 | 1.9 | 0.3
CCN1C(=O)[C@H]2[C@@H](c3ccc(OC)cc3)N[C@]3(CCCN(Cc4cccn4C)C3=O)[C@H]2C1=O | 6.3 | 2.5 | 5.0 | 3.5 | 1.3 | 10.8 | 0.8 | 101.0 | -4.4 | -0.9
CCc1nc2cc3sc(CC)nc3cc2s1 | -2.3 | -33.8 | 3.4 | 6.3 | -3.3 | -7.4 | -5.4 | 98.0 | -1.9 | 1.5
O=C(NCc1cccnc1)c1ccc([N+](=O)[O-])cc1 | 5.7 | -23.4 | -1.2 | 14.0 | -0.1 | 10.0 | -3.2 | 102.0 | 5.4 | -0.4
C=CCOc1ccc2nc(NC(=O)OC)[nH]c2c1 | 7.5 | -12.4 | -0.8 | 10.2 | u | -21.4 | 7.0 | 97.0 | -0.7 | -2.1
CCOc1ccc(NC(=O)c2ccc(NS(=O)(=O)c3cccc4cccnc34)cc2)cc1 | 1.4 | -22.7 | 3.5 | -3.0 | 3.8 | 0.8 | -5.9 | 102.0 | 1.0 | -0.7
COc1cc(OC)cc(-c2c(C#Cc3ccsc3)c3cc(-c4ccc(OC)cc4F)ccc3n2C)c1 | 3.8 | -8.4 | 2.9 | 6.2 | 1.8 | 5.9 | -2.4 | 96.0 | -7.7 | -1.1
Cc1ccc(S(=O)(=O)NCCc2c[nH]c3ccccc23)cc1 | -6.7 | -3.6 | 4.1 | 6.0 | 1.6 | 5.1 | -6.6 | 94.0 | 0.1 | 1.5
CCOc1ccc(-n2ccnc2SCC(=O)Nc2nnc(C)s2)cc1 | -3.4 | -28.6 | 0.8 | -8.1 | 0.3 | 4.8 | 1.0 | 102.0 | -1.0 | -1.2
Cc1cc(C(=O)COC(=O)c2cccnc2Cl)c(C)n1C | 6.5 | -41.7 | -1.6 | -4.4 | -18.1 | 6.7 | -27.0 | 98.0 | 7.7 | -0.9
Cn1c(=O)[nH]c2c(Cl)nccc21 | 0.2 | 1.2 | 2.7 | -4.2 | 1.0 | 25.8 | 3.9 | 98.0 | -5.6 | 1.0
CCC(C)[C@H]1CNC(=S)N1CCc1cccc2ccccc12 (stereo not given in full) | -4.2 | 29.3 | 0.5 | -5.3 | -1.8 | 2.5 | 4.2 | 100.0 | -1.7 | 0.7
COc1ccc(NC(=O)C2CCCN(C(=O)Nc3ccc(F)cc3)C2)cc1 (stereo not given) | 1.0 | -8.1 | 0.3 | 9.7 | 0.0 | 20.3 | 5.4 | 99.0 | 4.9 | -3.6
CSc1ccccc1NC(=O)c1cc2ncc(Br)cn2n1 | -16.8 | -28.3 | -1.8 | -3.6 | 0.0 | 10.9 | -7.9 | 98.0 | -2.0 | 5.5
COc1ccc(C2=NN(Cc3c(F)cccc3Cl)C(=O)CC2)cc1 | -14.1 | 4.4 | -3.0 | 6.1 | -5.5 | 3.1 | -4.4 | 93.0 | -2.5 | -0.7
CC1CCCCN1Cc1ccc(N)cc1 (stereo not given) | -3.4 | -20.9 | -2.9 | -5.9 | 1.5 | 7.9 | 3.3 | 101.0 | -5.1 | -0.3
Cc1cccc(C(=O)N2CCc3ccccc3C2)c1[N+](=O)[O-] | 6.3 | 9.0 | 0.0 | -5.7 | -1.3 | 13.9 | 5.3 | 104.0 | 1.2 | -2.5
CSc1oc(-c2ccc(F)cc2)nc1S(=O)(=O)c1ccc(F)cc1 | -8.0 | 14.9 | 6.3 | -10.6 | -2.8 | 5.5 | -8.1 | 96.0 | -3.6 | 7.6
O=C(NNC(=O)c1csc(-c2ccccc2)n1)c1ccccc1 | -8.9 | -30.8 | -2.3 | x | 4.9 | 14.6 | 28.9 | 109.0 | -1.4 | -0.7
COCC(O)Cn1ccnc1[N+](=O)[O-] (stereo not given) | 1.9 | -39.0 | -0.8 | -5.8 | -0.8 | 0.2 | 1.0 | 98.0 | -2.7 | -1.8
CS(=O)c1nc(-c2ccc(Br)cc2)cc(-c2ccccc2)c1C#N (stereo not given) | 20.9 | 30.3 | -4.2 | 11.5 | 1.6 | 57.0* | -19.3 | 96.0 | 6.7 | 1.3
Cc1ccc(NC(=O)N2CCCC2C(=O)NCCc2ccccc2)cc1 (stereo not given) | 5.6 | -9.6 | -6.6 | 2.5 | 1.4 | 5.1 | -6.0 | 100.0 | 2.1 | -2.3
O=C(CCc1ccccc1)Nc1ccc(S(=O)(=O)N2CCOCC2)cc1 | -19.5 | 0.4 | -1.9 | 10.4 | -1.0 | 8.4 | -2.2 | 100.0 | 0.0 | -0.3
Cc1cc(C)c(NC(=O)CNC(=O)c2ccc3ncsc3c2)c(C)c1 | 4.8 | 7.7 | -2.9 | 1.0 | 1.4 | -1.4 | -1.5 | 94.0 | -13.9 | -1.1
COc1cc(C(=O)NC2CCN(CC(=O)Nc3cccc(C)c3C)CC2)cc(OC)c1OC | -6.7 | -7.9 | 3.7 | -0.5 | 2.5 | 7.2 | 0.1 | 96.0 | -2.1 | -1.4
COc1cc(CN2CCNC(=O)C2CC(=O)NC2CCCCC2)cc(OC)c1 (stereo not given) | -0.1 | -29.8 | 7.2 | -1.9 | 0.7 | 3.0 | -3.0 | 91.0 | 5.0 | -0.4
CS(=O)(=O)N(CC(=O)N1CCCC1)Cc1ccc(Cl)cc1 | -9.2 | -24.2 | -0.8 | 4.0 | 2.9 | -1.0 | 5.8 | 98.0 | -0.8 | -1.5
CCCCn1c(-c2ccccc2)cnc1SCC(=O)NCCc1ccc(OC)c(OC)c1 | -4.7 | -18.1 | -6.0 | -8.5 | -2.7 | 11.8 | -4.7 | 96.0 | 0.3 | -0.3

Screening data deposited in PubChem BioAssay by several laboratories.

Not all compounds are listed, so the mix of outcomes need not match the whole.
